PAX8 reporter = PAX8 transcriptional activity inhibition; RMG-I TPO-luciferase reporter, SteadyGlo, 24 h; inhibition, % at 12.6 µM; hit rate 1.2% among 360,000; AID 652154;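 active means mean replicate inhibition at least 60% with every replicate also reaching 60%; inconclusive means only one of the two criteria is met; inactive means mean below 60% and not all replicates reaching 60%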;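 further: luciferase light reporting Pax8 driven TPO promoter activity; plate controls were median of neutral control wells for no effect and mitoxantrone controls for full effect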
LGR2 inh = Drosophila LGR2 receptor signaling inhibition | AID 720647 | inhibition, % at 9.99 µM | HEK293 LGR2, CRE-luciferase, bursicon-stimulated, 4 h | hit rate 0.35% among 380,000;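 active means drop in luminescence signal, shown as inhibition above about 50% in the replicate tests, limit read from the data, passing the limit was not always enough; inconclusive means probably only some replicates passing the limit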;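 further: agonist challenge used bursicon conditioned medium at about half maximal strength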
EWS-Fli block = EWS/Fli transcriptional activity inhibition; A673 NR0B1-luciferase reporter, viability-normalised; inhibition, % at 12.6 µM; hit rate 0.67% among 350,000; AID 651661;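 active means mean inhibition of at least 50% after viability correction, with every replicate also passing that limit; inconclusive means mean reaches 50% but only one of two replicates passes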;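 further: firefly luciferase signal divided by Alamar Blue viability fluorescence both relative to DMSO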
SIRT5 block = sirtuin-5 (human) deacylase inhibition | Q9NXA8 | Purified SirT5, succinyl-peptide AMC, trypsin-coupled fluorescence | inhibition, % at 15 µM | hit rate 1.1% among 330,000; in the data active means inhibition above about 15%; inconclusive means no clear call, values can overlap the other calls
Target sequence (Q9NXA8 whole entry, looked up): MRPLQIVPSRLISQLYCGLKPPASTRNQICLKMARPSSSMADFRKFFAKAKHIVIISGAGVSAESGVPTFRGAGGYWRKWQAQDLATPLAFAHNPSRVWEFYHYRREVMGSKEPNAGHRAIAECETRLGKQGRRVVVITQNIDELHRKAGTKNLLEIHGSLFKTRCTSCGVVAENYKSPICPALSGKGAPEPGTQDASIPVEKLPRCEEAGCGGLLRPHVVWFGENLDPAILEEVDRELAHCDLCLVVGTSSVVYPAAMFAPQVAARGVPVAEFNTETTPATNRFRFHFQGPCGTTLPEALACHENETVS
ARNT-TACC3 inh = disrupts binding between human ARNT and TACC3. AlphaScreen His-ARNT PAS-B/GST-TACC3 binding, luminescence; TACC3 fragment carries E629A point mutation. hit rate 0.66% among 390,000. Q9Y6A5. AID 623870. inhibition, % at 9.99 µM;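 active means mean inhibition of replicates at least 50% and at least half of replicates each reaching 50%; inconclusive means half or more replicates reach 50% but mean below 50%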;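 further: 0% = complete ARNT plus TACC3 wells and 100% = ARNT alone without TACC3; many hits fall short of the cut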
Casp6 inh = caspase-6 (human) enzyme inhibition. P55212. purified caspase-6, Z-VEID-R110 cleavage fluorescence. inhibition, % at 12.5 µM. hit rate 0.53% among 350,000. AID 686996;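 active means mean inhibition across replicates at least about 35%, with every replicate also reaching that limit, limit read from the data; inconclusive means only one of the two criteria met; inactive means neither criterion met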;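 further: 0% = median of neutral control wells and 100% = no fluorescence left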
Target sequence (P55212 24-179 limits assumed): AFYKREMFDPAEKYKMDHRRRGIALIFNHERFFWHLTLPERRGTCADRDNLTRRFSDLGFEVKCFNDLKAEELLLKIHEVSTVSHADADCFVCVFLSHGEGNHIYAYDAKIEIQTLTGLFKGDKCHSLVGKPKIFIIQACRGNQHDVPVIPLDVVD
Target sequence (P55212 194-293 limits assumed): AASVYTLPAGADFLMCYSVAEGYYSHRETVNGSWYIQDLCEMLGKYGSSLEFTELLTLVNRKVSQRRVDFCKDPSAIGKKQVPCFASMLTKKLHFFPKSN
DENV2 CPE = protects cells from dengue virus 2 cytopathic effect; DENV2-infected cells, cytopathic effect rescue, plate reader; CPE inhibition, % at 9.99 µM; hit rate 1.7% among 350,000; AID 651640; in the data active means CPE inhibition above about 20%, passing the limit was not always enough; inconclusive means no clear call, values can overlap the other calls; tested in BHK-21 cells;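 further: 0% = median of neutral control wells and 100% = median of positive control wells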
* = called active by the depositor; ? = inconclusive; nt = no result given; & = joins results of further samples.

The opening two entries, to show the layout:
SMILES	PAX8 reporter	LGR2 inh	EWS-Fli block	SIRT5 block	ARNT-TACC3 inh	Casp6 inh	DENV2 CPE
CCOC(=O)[C@]12CCC=C1N(Cc1ccco1)C(=O)[C@H](CC(=O)N1CCN(C(=O)C3CC3)CC1)C2	-9	-6	2	-2	nt	-2	16
CCCNC(=O)[C@@H]1N[C@@H]2c3ccc(C4=CCCC4)c(=O)n3C[C@@H]2[C@H]1CO	6	10	-3	4	-6	1	-9

Main list, previewed entries included:
SMILES	PAX8 reporter	LGR2 inh	EWS-Fli block	SIRT5 block	ARNT-TACC3 inh	Casp6 inh	DENV2 CPE
CCOC(=O)[C@]12CCC=C1N(Cc1ccco1)C(=O)[C@H](CC(=O)N1CCN(C(=O)C3CC3)CC1)C2	-9	-6	2	-2	nt	-2	16
CCCNC(=O)[C@@H]1N[C@@H]2c3ccc(C4=CCCC4)c(=O)n3C[C@@H]2[C@H]1CO	6	10	-3	4	-6	1	-9
COc1ccc(CCn2c(C)cc(C(=O)CN3C(=O)C(=O)N(Cc4ccco4)C3=O)c2C)cc1	20	15	38	-1	9	-1	2
CC(=O)N1CCN(CCN2C(C)=CC(=C(C#N)C#N)C=C2C)CC1	-8	0	-5	3	19	-5	16
COc1ccc(C(=O)Nc2ccc(NC(=O)c3cccs3)cn2)cc1	-21	4	-6	7	-3	7	-1
Cc1ccnc(NC(=O)C2CCCN(S(=O)(=O)c3ccc4[nH]c(=O)ccc4c3)C2)c1 (stereo unspecified)	1	-10	4	-2	0	9	6
O=C(NCC[C@H]1CC[C@@H](NC(=O)C2CCCC2)[C@H](CO)O1)c1cc(Cl)cc(Cl)c1	-1	1	2	-4	3	1	-7
CC(=O)N1CCN(Cc2cc(=O)oc3cc(C)c(C)cc23)CC1	-3	15	-12	-3	nt	0	-1
CCN(CC)C(=O)C1=C(C)N(CCCN2CCCC2=O)C(=O)C(CC(=O)NCc2cccs2)C1 (stereo unspecified)	-6	2	0	-5	nt	-4	0
COc1ccc(S(=O)(=O)Nc2ccc3c(c2)C(=O)N([C@H](C)CO)C[C@H](C)[C@H](CN(C)Cc2ccc4c(c2)OCO4)OCCCC[C@H](C)O3)cc1	-10	-7	-1	3	8	0	59*
CCn1c(SCc2ccc(F)cc2)nc2ccccc2c1=O	14	21	15	-1	25	0	6
CCC(C)[C@H](NC(=O)C1CC(=O)N(c2ccc3c(c2)OCCO3)C1)C(=O)N1CCCCC1 (stereo partly specified)	-14	-9	2	2	-2	0	6
CCOC(=O)N1CCN(C(=O)C2CCCN(S(=O)(=O)c3cccnc3)C2)CC1 (stereo unspecified)	0	-5	2	-2	-1	-3	8
COc1cccc(NC(=O)COC(=O)/C=C/c2ccc(Cl)cc2Cl)c1	11	9	8	1	-5	3	-5
CCC1(c2ccc(F)cc2)NC(=O)N(CC(=O)Nc2ccccc2Cl)C1=O (stereo unspecified)	10	2	6	1	-6	0	0
COc1cc(C(=O)OC2CCOC2=O)c([N+](=O)[O-])cc1OC (stereo unspecified)	14	-11	1	-4	-12	-2	2
C[C@H](CO)N1C[C@H](C)[C@H](CN(C)Cc2ccc(Oc3ccccc3)cc2)Oc2ccc(NC(=O)NC3CCCCC3)cc2CC1=O	-4	-34	23	1	1	3	13
Cc1cccc2cc(C3CC(c4ccco4)=NN3S(C)(=O)=O)c(Cl)nc12 (stereo unspecified)	9	-3	11	0	-3	1	10
CCc1nc2c(OCc3ccc(C#N)cc3)cccn2c1N(C)C(=O)C(C)C	-3	2	0	nt	nt	-2	-3
COc1ccc(CCNC(=O)CCCNC(=O)Cn2cnc3sc(C)c(C)c3c2=O)cc1OC	8	-3	3	-5	-8	-4	6
C[C@H]1CN([C@@H](C)CO)S(=O)(=O)c2ccc(C#CC3(O)CCCC3)cc2O[C@@H]1CN(C)C(=O)c1ccncc1	nt	1	2	3	3	2	-6
CC1=NN(C(=O)c2ccccc2F)C(O)(c2ccc(Cl)cc2)C1 (stereo unspecified)	35	nt	-45	-3	6	-6	?
CCn1cc(Br)c(C(=O)NC(=S)Nc2ccc(C(=O)OC)cc2)n1	12	-18	nt	nt	-1	nt	nt
CCCCNC(=O)C(C)N(CCN(C)C)C(=O)CCCN1C(=O)NC(c2ccc(Cl)cc2)C(C(=O)OCc2ccccc2)=C1C (stereo unspecified)	36	-3	24	-3	5	-19	0
COc1cc([N+](=O)[O-])c(OC)cc1SCc1n[nH]c(=S)n1-c1ccc(F)cc1	-1	12	12	6	-14	0	-3
Further compounds.
SMILES	PAX8 reporter	LGR2 inh	EWS-Fli block	SIRT5 block	ARNT-TACC3 inh	Casp6 inh	DENV2 CPE
COc1cccc(S(=O)(=O)Nc2ccc3c(c2)OC[C@H](C)N(C(=O)Cc2cccnc2)C[C@H](C)[C@@H](OC)CN(C)C3=O)c1	nt	-12	1	0	nt	0	?
COc1ccc(-c2ccc([C@H]3[C@@H](CO)N4CCCCN(C(=O)NC(C)C)C[C@H]34)cc2)cc1	-1	-1	-5	-1	0	0	31*
CCOC(=O)/C=c1\s/c(=C\c2ccc3cc(OC)ccc3c2)c(=O)n1CC(=O)NCc1ccc2c(c1)OCO2	5	nt	7	5	-11	4	2
COCCCn1c(SCC(=O)NNC(=O)c2cccc(O)c2)nnc1-c1ccncc1	0	16	15	-6	0	4	2
CC(C)NC(=O)N(C)C[C@H]1Oc2cc(C#Cc3ccc(F)cc3)ccc2S(=O)(=O)N([C@H](C)CO)C[C@H]1C	25	-18&3	3&13&14	7&3&3	-5&-5	4&1&0	13&13&-4
Cc1nnc(SCC(=O)NC2CCC(C)CC2)s1 (stereo unspecified)	-18	-23	-2	-8	5	0	4
CCCNC(=O)[C@H]1[C@H](CO)[C@H]2Cn3c(cccc3=O)[C@H]2N1Cc1ccccc1Cl	nt	-5	-3	9	3	-1	140*
O=C(c1cccc(F)c1)N1CC[C@H]2[C@H](CO)Nc3ccc(-c4ccccc4)cc3[C@H]21	nt	-5	-3	-3	nt	1	-4
C[C@@H]1CN([C@H](C)CO)C(=O)CCCn2cc(nn2)CO[C@H]1CN(C)Cc1ccccc1C(=O)O	-19	19	-6	-2	1	0	13
COc1ccc(-c2nc(CCNC(=O)c3ccco3)cs2)cc1OC	-25	-8	-6	-4	-8	0	7
CC1C[N+](=C2C=C(N3CCOCC3)CC(C)(C)C2)CC(C)O1 (stereo unspecified)	-1	-3	-7	3	-3	-1	-1
CC(C)[C@H](N)C(=O)OCCOCn1cnc2c(=O)[nH]c(N)nc21	-17&-11	-2&-3	-10&-1	-2&-1	-3&4	0	-4&16
C1CCN(CC2CCCCN2)CC1 (stereo unspecified)	-3	nt	0	-3	-6	-12	-4
COc1cccc(CNc2ccc([N+](=O)[O-])c(NCC(=O)O)n2)c1	18	-6	7	nt	6	2	2
CN1CCN(C(=O)C[C@@H]2C[C@@H]3c4cc(NC(=O)Nc5ccc(C(F)(F)F)cc5)ccc4O[C@@H]3[C@@H](CO)O2)CC1	18	-20	5	1	7	7	14
C(=NOCCc1ccccc1)c1cccnc1	-184	-54	-105	nt	-7	1	-3
COc1ccc(S(=O)(=O)Nc2ccc3c(c2)CC(=O)N([C@@H](C)CO)C[C@H](C)[C@@H](CN(C)S(=O)(=O)c2cccs2)O3)cc1	-12	-2	5	1	1	-1	-4
CC(=O)c1ccc(NS(=O)(=O)c2ccc(N/C=C/C(=O)c3ccc(F)cc3)cc2)cc1	-66	-2	-21	nt	-2	0	10
CCN(CC)c1ccc(NC(=O)COc2ccccc2C#N)cc1S(=O)(=O)Nc1ccc(OC)cc1	23	-3	nt	nt	2	nt	nt
C[C@H](CO)N1C[C@H](C)[C@@H](CN(C)C(=O)Nc2ccccc2)Oc2c(NS(=O)(=O)c3ccc(Cl)cc3)cccc2C1=O	6	8	-4	0	nt	-2	-1
Cn1c(=O)c2c(nc(SCCN3CCOCC3)n2Cc2ccccc2Cl)n(C)c1=O	-19	nt	-13	0	-1	-4	-8
Cc1ccc(NC(=O)CSC2=NCCN2)cc1	1	-20	9	nt	-1	nt	nt
NC(=O)C1CCN(CC(=O)Nc2cccnc2Cl)CC1	-2	-12	1	-1	-3	nt	-4
CCC(=O)N1[C@@H](CO)[C@@H](c2ccccc2)[C@@H]1CN(CC)C(=O)c1ccccc1	12	1	1	0	0	0	-7
C[C@H]1CN([C@@H](C)CO)S(=O)(=O)c2ccc(-c3ccncc3)cc2O[C@H]1CN(C)C(=O)c1ccc2c(c1)OCO2	nt	-6	5	-1	3	1	14

Results in Casp6 inh, DENV2 CPE and ARNT-TACC3 inh, for 2 of the compounds above:
compound	Casp6 inh	DENV2 CPE	ARNT-TACC3 inh
Cn1c(=O)c2c(nc(SCCN3CCOCC3)n2Cc2ccccc2Cl)n(C)c1=O	-4	-8	-1
Cc1ccc(NC(=O)CSC2=NCCN2)cc1	nt	nt	-1

(further entries)
SMILES	PAX8 reporter	LGR2 inh	EWS-Fli block	SIRT5 block	ARNT-TACC3 inh	Casp6 inh	DENV2 CPE
CC(C)CC#Cc1cnc2c(c1)C(=O)N([C@H](C)CO)C[C@@H](C)[C@@H](CN(C)C(=O)c1cccc(F)c1)O2	-4	5	-4	1	-8	-1	?
CC1CCc2c(sc(NC(=O)C3c4ccccc4Oc4ccccc43)c2C(N)=O)C1 (stereo unspecified)	13	-6	nt	nt	-1	nt	nt
COc1ccc(OC)c(NC(=O)CN=[N+]=[N-])c1	-5	nt	-4	0	nt	-1	-9
FC(F)(F)c1cccc(-c2nc(-c3ccncc3)no2)c1	0	-28	-65	-2	-4	-1	18
COc1cccc(S(=O)(=O)N[C@H]2C=C[C@@H](CC(=O)NCc3ccncc3)O[C@@H]2CO)c1	18	-34	6	1	0	3	-6
COc1ccc(NC(=O)CSc2n[nH]c(=O)n2Cc2ccccc2)cc1Cl	6	0	6	-3	nt	-1	-1
O=C(NCCC1CCCCN1S(=O)(=O)c1ccc(Cl)cc1)C(=O)NCCN1CCOCC1 (stereo unspecified)	31	6	2	0	nt	-3	-1
COc1ccc(C(CCN2CCOCC2)c2c(OC)cc(OC)c3c(-c4ccccc4)cc(=O)oc23)cc1 (stereo unspecified)	24	-1	6	-5	15	0	4
CCN1CNC(=S)N(CCc2ccccc2)C1	38	6	5	-6	9	-2	7
CO[C@@H]1CN(C)C(=O)c2cc(NC(=O)C3CC3)ccc2OC[C@@H](C)N(C)C[C@@H]1C	-9	10	-10	-3	-7	1	-3
CCC(=O)N1[C@H](CO)[C@@H](c2ccc(-c3cccnc3)cc2)[C@@H]1CN(CC)C(C)=O	-2	12	2	0	-7	2	-9
C[N+](C)(C)CCCCCCC(=O)/C=N/O	4	-17	-5	0	nt	-55	-1
O=C(N[C@@H]1CC[C@@H](CCNS(=O)(=O)c2ccc(F)cc2)O[C@H]1CO)c1cccnc1	0	9	-3	-1	-2	3	-3
CNC(=O)c1c2c(nc3ccc(Br)cc13)CCCC2	5	-27	5	1	nt	0	-3
O=C(N[C@@H]1CC[C@@H](CCNC(=O)c2cnccn2)O[C@H]1CO)c1ccc2c(c1)OCO2	-17	-11	-6	0	-6	1	-1
COc1cc(C)c(Br)cc1S(=O)(=O)NCCN1CCOCC1	-9	nt	11	-11	-7	-3	-1
CCOc1ccc(NS(=O)(=O)c2ccc(C(=O)N3CCCCCC3)cc2)cc1	24	9	18	6	-3	1	3
CN(C)CCCNC(=O)C[C@@H]1CC[C@@H]2[C@H](COc3ccc(NC(=O)c4ccccc4F)cc3C(=O)N2C)O1	-7	-8	-17	1	2	-51	?
O=C(C1CCCC1)N1CC(=O)N2[C@H](C1)[C@@H](c1ccc(-c3ccccc3F)cc1)[C@@H]2CO	nt	-15	-3	-3	nt	-1	-5
CO[C@@H]1CN(C)C(=O)c2ccc(NC(=O)C3CC3)cc2OC[C@@H](C)NC[C@H]1C	-2	3	-1	-1	-5	4	0
CSc1nc(=O)n(CCC#N)nc1SC	5	-2	-13	0	nt	1	5
COc1cccc(CNC(=O)[C@@H]2CCCN2C(=O)[C@@H]2CCCN2C(=O)c2c(F)cccc2F)c1	3	-3	12	-6	nt	nt	-7
COc1ccccc1NC(=O)C[C@H]1CC[C@H]2[C@@H](COc3ccc(NC(=O)C(C)C)cc3C(=O)N2C)O1	-10	0	8	-6	-15	-1	?

From PubChem BioAssay
